PKA-R2B activ = activators of PKA-R2B holoenzyme, primary screen, biochemical, fluorescence polarization, Cy5-IP20, human | 340,000 tested, 0.079% active | activation, % at 11.4 µM | AID 504700, 2011 | PKA-R2B holoenzyme dissociation; R2B truncated from residue 108, S112A mutant; 0% DMSO only, 100% 113 µM cGMP;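 active means activation above a cutoff set at the mean over all compounds plus 3 SD, cut at about 18% in these data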;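 further: higher means more holoenzyme dissociation and a rise in polarization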
Target sequence (P31323 whole entry, looked up, other chains not shown, the tested form may be a part): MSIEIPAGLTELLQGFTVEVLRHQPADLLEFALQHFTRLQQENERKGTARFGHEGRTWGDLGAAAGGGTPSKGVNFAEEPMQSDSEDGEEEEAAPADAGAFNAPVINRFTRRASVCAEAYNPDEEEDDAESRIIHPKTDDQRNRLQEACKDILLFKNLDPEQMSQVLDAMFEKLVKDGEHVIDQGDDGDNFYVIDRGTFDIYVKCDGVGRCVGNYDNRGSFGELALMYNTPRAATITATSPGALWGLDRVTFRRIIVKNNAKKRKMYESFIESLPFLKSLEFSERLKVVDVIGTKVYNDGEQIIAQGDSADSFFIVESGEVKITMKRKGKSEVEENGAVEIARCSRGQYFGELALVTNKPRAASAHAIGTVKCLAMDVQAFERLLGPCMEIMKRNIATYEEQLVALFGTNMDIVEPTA
SR-BI DiI-HDL act = activators of SR-BI mediated DiI-HDL uptake, primary screen, ldlA[mSR-BI] CHO cells, DiI fluorescence | 320,000 tested, 0.096% active | 3 h; 100 = double the neutral-control signal | activation, % at 12.5 µM;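 active means mean replicate activation of at least 60% and every replicate at or above 60%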;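 further: 0% = median plate neutral-control signal and 100% = twice that signal; values of inactives mirror those of a sister screen read the other way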
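Material – SR-BI-overexpressing, LDLR-lacking CHO cells · Medium – BSA-supplemented, HEPES-buffered Ham's F12, pH 7.4 · Doses – single concentration · Times – compound with DiI-HDL co-incubation, 3 h at 37 °C · Measured by – bottom-read fluorescence, 550/595 nm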
C-LANA FP = inhibitors of KSHV C-LANA binding to DNA, primary screen, biochemical, fluorescence polarization, FAM-LBS DNA, MBP-C-LANA, single point; inhibition, % at 9 µM; 340,000 tested, 0.078% active; AID 504423, 2011;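 active means highest replicate inhibition at or above 60% at 9 µM, even if other replicates fall short; inactive means all replicates below 60% inhibition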;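 further: 0% = neutral control wells and 100% = 4 µM acridine orange control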
RTF Ca sens act = cardiac RTF calcium sensitivity activators, primary screen, biochemical, IANBD-TnC fluorescence, EC20 calcium; Troponin I, cardiac muscle (Homo sapiens) + Troponin T, cardiac muscle (Homo sapiens) + …; AID 493008, 2010; activation, % at 7.2 µM; 340,000 tested, 0.24% active; IANBD-labeled TnC RTF fluorescence at EC20 calcium; 0% EC20 calcium, 100% full calcium;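 active means activation above the mean over all tested compounds plus 3 SD, cut at about 30% in these data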;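 further: rise in fluorescence read as greater calcium sensitivity of cardiac thin filaments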
Keap1-Nrf2 PPI = Keap1-Nrf2 protein-protein interaction inhibitors, primary screen, biochemical, fluorescence polarization, single point | Kelch-like ECH-associated protein 1 (Homo sapiens), Q14145 | Keap1 Kelch-Nrf2 peptide fluorescence polarization, 1536-well | inhibition, % at 9.4 µM | 340,000 tested, 0.15% active | AID 504523, 2011; in the data active means inhibition above about 12%;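 further: human Keap1 Kelch domain with fluorescein labeled Nrf2 9mer peptide probe; 0% = neutral control wells and 100% = peptide positive control; higher means more block of Keap1 binding to Nrf2 peptide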
CAL PDZ FP-1 = CAL PDZ peptide-binding inhibitors, primary screen, biochemical, fluorescence polarization, Cer-tagged CAL PDZ, HTS; purified CAL PDZ, TMR-peptide fluorescence polarization, 1 h; inhibition, % at 20 µM; 330,000 tested, 0.02% active; AID 504414, 2011;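 active means highest replicate inhibition of at least 40%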;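 further: plate controls were DMSO neutral control wells for no effect and unlabeled competitor peptide control wells for full effect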
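Material – purified CerCALP PDZ construct · Detection – FP readout, S and P plane fluorescence · Measure – percent inhibition from loss of millipolarization · Controls – unlabelled peptide for full inhibition, DMSO wells as neutral · Probe or stimulus – TMR-labelled reporter peptide T*-PRC34 bound in PDZ groove · Times – 1 h at RT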
CAL PDZ FP-2 = untagged CAL PDZ binding inhibitors, primary screen, biochemical, fluorescence polarization, HTS; purified CAL PDZ, TMR-peptide fluorescence polarization, 1 h; inhibition, % at 24.9 µM; 300,000 tested, 0.92% active; AID 602252, 2012;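 active means mean inhibition of at least 30% with at least half of replicates also reaching 30%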;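 further: 0% = DMSO neutral control and 100% = excess unlabeled competitor peptide PRC23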
DAGLB inh = DAGLB lipase inhibitors, primary screen, biochemical, fluorescence, HTS; HEK293T DAGLB membrane lysate, EnzChek fluorogenic substrate; inhibition, % at 5.17 µM; 340,000 tested, 0.059% active; AID 504411, 2011; in the data active means inhibition above about 34%;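 further: 0% = enzyme with vehicle and 100% = wells lacking enzyme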
Target sequence (Q8NCG7 whole entry, looked up): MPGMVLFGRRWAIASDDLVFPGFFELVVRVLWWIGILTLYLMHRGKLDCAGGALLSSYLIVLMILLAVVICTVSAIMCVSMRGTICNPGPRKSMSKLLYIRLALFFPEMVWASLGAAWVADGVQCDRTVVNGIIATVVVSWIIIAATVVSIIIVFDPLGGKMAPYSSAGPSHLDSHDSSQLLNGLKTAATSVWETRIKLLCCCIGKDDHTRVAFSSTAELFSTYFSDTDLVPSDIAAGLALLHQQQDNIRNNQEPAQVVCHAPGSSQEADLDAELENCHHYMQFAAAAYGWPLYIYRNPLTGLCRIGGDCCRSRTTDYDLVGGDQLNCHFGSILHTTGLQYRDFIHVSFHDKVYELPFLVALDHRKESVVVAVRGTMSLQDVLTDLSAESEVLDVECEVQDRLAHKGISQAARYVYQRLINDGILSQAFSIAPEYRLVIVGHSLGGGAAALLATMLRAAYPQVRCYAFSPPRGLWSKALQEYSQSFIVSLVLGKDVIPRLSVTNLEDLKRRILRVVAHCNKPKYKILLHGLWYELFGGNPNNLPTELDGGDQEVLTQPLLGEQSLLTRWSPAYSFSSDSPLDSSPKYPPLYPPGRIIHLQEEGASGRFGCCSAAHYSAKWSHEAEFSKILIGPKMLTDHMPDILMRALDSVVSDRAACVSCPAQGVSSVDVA
Cardiac RTF inh = cardiac RTF calcium sensitivity inhibitors, primary screen, biochemical, IANBD-TnC fluorescence, EC70 calcium; 340,000 tested, 0.12% active; inhibition, % at 7.15 µM; AID 493244, 2011; IANBD-labeled cardiac RTF, Ca2+ fluorescence; Troponin I, cardiac muscle (Homo sapiens) + Troponin T, cardiac muscle (Homo sapiens) + …;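 active means inhibition above the mean inhibition of all tested compounds plus 3 SD, cut at about 17% in these data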;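 further: assay run at fixed EC70 calcium of 1.6 mM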
Rtt109 Vps75 = inhibitors of C. albicans Rtt109/Vps75 HAT, primary screen, biochemical, ThioGlo CoA-SH fluorescence, plate reader; purified Rtt109/Vps75, 4 h; inhibition, % at 34.9 µM; 330,000 tested, 0.16% active; AID 540336, 2011;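 active means inhibition of at least 50% in every replicate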
Starred values were filed as active, the others as inactive.

For Cc1cc(C)n(CC(=O)c2cccc(N)c2)n1 the results were PKA-R2B activ -16, SR-BI DiI-HDL act -6, C-LANA FP 1.3, RTF Ca sens act 0, Keap1-Nrf2 PPI -8, CAL PDZ FP-1 0.8, CAL PDZ FP-2 -3, DAGLB inh 1, Cardiac RTF inh 1 and Rtt109 Vps75 10.
For Nc1nc2ccccc2cc1S(=O)(=O)c1ccccc1 the results were PKA-R2B activ 6, SR-BI DiI-HDL act -9, RTF Ca sens act -1, CAL PDZ FP-1 30, CAL PDZ FP-2 -5, DAGLB inh -2, Cardiac RTF inh -9 and Rtt109 Vps75 -9.
`Cc1cc(Oc2ccc(C)c(Cl)c2)nc(SCC(=O)c2ccccc2)n1` gave PKA-R2B activ 4, SR-BI DiI-HDL act -4, C-LANA FP -0.3, RTF Ca sens act 4, Keap1-Nrf2 PPI -2, CAL PDZ FP-1 -2.0, CAL PDZ FP-2 -4, DAGLB inh -14, Cardiac RTF inh -20 and Rtt109 Vps75 0.
Cc1ccc(-c2csc3nc(-c4ccncc4)[nH]c(=O)c23)cc1 was read as PKA-R2B activ -4, SR-BI DiI-HDL act -18, C-LANA FP -0.2, RTF Ca sens act 3, Keap1-Nrf2 PPI -3, CAL PDZ FP-1 -1.4, CAL PDZ FP-2 -4, DAGLB inh 0, Cardiac RTF inh -13 and Rtt109 Vps75 -8.
CC1CCCC(NC(=O)COC(=O)CSc2ccc3ccccc3c2)C1C (stereo not drawn) was read as PKA-R2B activ -7, SR-BI DiI-HDL act 33, C-LANA FP -0.5, RTF Ca sens act -6, Keap1-Nrf2 PPI 2, CAL PDZ FP-1 -2.7, CAL PDZ FP-2 1, DAGLB inh -11 and Cardiac RTF inh -2.
Screening COc1cccc(NC(=O)C(=S)NC2CCCCC2)c1 returned PKA-R2B activ -7, SR-BI DiI-HDL act -11, C-LANA FP -2.2, RTF Ca sens act 0, Keap1-Nrf2 PPI -4, CAL PDZ FP-1 0.2, CAL PDZ FP-2 -2, DAGLB inh -9, Cardiac RTF inh 0 and Rtt109 Vps75 0.
For Cc1scc(C(=O)NNC(=S)NCC2CCCO2)c1-c1ccccc1 (stereo not drawn) the results were PKA-R2B activ -11, SR-BI DiI-HDL act 9, C-LANA FP 0.2, RTF Ca sens act 3, Keap1-Nrf2 PPI 1, CAL PDZ FP-1 -0.5, CAL PDZ FP-2 -1, DAGLB inh 3, Cardiac RTF inh -3 and Rtt109 Vps75 2.
COc1ccc(Nc2nc(-c3sc(N)nc3C)cs2)cc1 was read as PKA-R2B activ -4, SR-BI DiI-HDL act -36, C-LANA FP -1.0, RTF Ca sens act -6, Keap1-Nrf2 PPI -4, CAL PDZ FP-1 0.3, CAL PDZ FP-2 -3, DAGLB inh 6, Cardiac RTF inh 1 and Rtt109 Vps75 25.
CC(C)(C)NC(=O)NC(=O)CSc1nnc(COc2ccccc2Cl)o1 was read as PKA-R2B activ 11, SR-BI DiI-HDL act 21, C-LANA FP 2.4, RTF Ca sens act -3, Keap1-Nrf2 PPI 4, CAL PDZ FP-1 -0.3, CAL PDZ FP-2 -1, DAGLB inh 3, Cardiac RTF inh 0 and Rtt109 Vps75 3.
COc1ccc(N2CCN(Cc3nc4c(c(=O)[nH]c(=O)n4C)n3Cc3cccc(Cl)c3)CC2)cc1 was read as PKA-R2B activ 6, SR-BI DiI-HDL act -7, C-LANA FP -0.8, RTF Ca sens act 3, Keap1-Nrf2 PPI 1, CAL PDZ FP-1 0.8, DAGLB inh 9, Cardiac RTF inh -8 and Rtt109 Vps75 -4.
For COC(=O)c1sc2nc(C)nc(SCC(=O)N3CCC(C(=O)O)CC3)c2c1C the results were PKA-R2B activ 14, SR-BI DiI-HDL act 0, C-LANA FP 0.0, RTF Ca sens act -1, Keap1-Nrf2 PPI -6, CAL PDZ FP-1 -5.1, CAL PDZ FP-2 -4, DAGLB inh -2, Cardiac RTF inh -8 and Rtt109 Vps75 -3.
Screening Cc1csc(NC(=O)c2ccc3c(=O)n4c(nc3c2)CCCCC4)n1 returned PKA-R2B activ 4, SR-BI DiI-HDL act -31, C-LANA FP 0.9, RTF Ca sens act 1, Keap1-Nrf2 PPI -2, CAL PDZ FP-1 -2.4, CAL PDZ FP-2 -2, DAGLB inh 1, Cardiac RTF inh -6 and Rtt109 Vps75 8.
`Cn1c2ccccc2c(=O)c2c(=O)n(C3CCCCC3)c(-c3ccco3)nc21` gave PKA-R2B activ -4, SR-BI DiI-HDL act 12, C-LANA FP 0.7, RTF Ca sens act -3, Keap1-Nrf2 PPI -5, CAL PDZ FP-1 -11, CAL PDZ FP-2 -5, DAGLB inh 5, Cardiac RTF inh -1 and Rtt109 Vps75 29.
Screening Cc1cc(C)n2nc(CC(=O)NC3CCCCCCC3)nc2n1 returned PKA-R2B activ -3, SR-BI DiI-HDL act 10, C-LANA FP -1.0, RTF Ca sens act 0, Keap1-Nrf2 PPI -4, CAL PDZ FP-1 -2.0, DAGLB inh 0, Cardiac RTF inh -4 and Rtt109 Vps75 -9.
`CCOC(=O)c1cc2oc(C)cc2n1CC(=O)OC1CCCCC1` gave PKA-R2B activ -4, SR-BI DiI-HDL act -24, C-LANA FP -0.7, RTF Ca sens act -20, Keap1-Nrf2 PPI 0, CAL PDZ FP-1 -2.7, CAL PDZ FP-2 0, DAGLB inh -11, Cardiac RTF inh 0 and Rtt109 Vps75 -6.
For COc1ccc(C(=O)NNC(=O)CSc2nnc(C(C)C)n2C)cc1 the results were PKA-R2B activ 1, C-LANA FP 1.0, RTF Ca sens act -4, Keap1-Nrf2 PPI -1, CAL PDZ FP-1 -2.0, CAL PDZ FP-2 -4, DAGLB inh 2, Cardiac RTF inh 8 and Rtt109 Vps75 -31.
`Cc1ccc2nc(Cl)c(C3CC(c4ccco4)=NN3S(C)(=O)=O)cc2c1` (stereo not drawn) gave PKA-R2B activ -7, C-LANA FP -2.6, RTF Ca sens act -2, Keap1-Nrf2 PPI -9, CAL PDZ FP-1 -3.4, CAL PDZ FP-2 -9, DAGLB inh -3, Cardiac RTF inh 0 and Rtt109 Vps75 3.
For COc1ccc(N(CC(=O)N2CCCCCC2)S(=O)(=O)c2ccc(OC)c(OC)c2)cc1 the results were PKA-R2B activ -9, SR-BI DiI-HDL act -9, C-LANA FP 0.3, RTF Ca sens act 1, Keap1-Nrf2 PPI 2, CAL PDZ FP-1 -0.7, CAL PDZ FP-2 51*, DAGLB inh -1, Cardiac RTF inh -3 and Rtt109 Vps75 0.
`Cc1cc(=O)n2nc(N3CCC(C(=O)N4CCN(Cc5ccccc5)CC4)CC3)sc2n1` gave PKA-R2B activ -6, SR-BI DiI-HDL act 2, C-LANA FP 0.6, RTF Ca sens act 3, Keap1-Nrf2 PPI -7, CAL PDZ FP-1 -0.1, CAL PDZ FP-2 -5, DAGLB inh -3, Cardiac RTF inh -7 and Rtt109 Vps75 5.
CC(C)COP(=O)(c1ccc(N(C)C)cc1)C(O)c1ccc(Br)cc1 (stereo not drawn) was read as PKA-R2B activ -5, SR-BI DiI-HDL act -2, C-LANA FP 0.2, RTF Ca sens act -6, Keap1-Nrf2 PPI -4, CAL PDZ FP-1 -2.6, CAL PDZ FP-2 -2, DAGLB inh -1, Cardiac RTF inh -1 and Rtt109 Vps75 -6.

2 entries drawn at random from the list so far:
`Cn1c2ccccc2c(=O)c2c(=O)n(C3CCCCC3)c(-c3ccco3)nc21` gave PKA-R2B activ -4, SR-BI DiI-HDL act 12, C-LANA FP 0.7, RTF Ca sens act -3, Keap1-Nrf2 PPI -5, CAL PDZ FP-1 -11, CAL PDZ FP-2 -5, DAGLB inh 5, Cardiac RTF inh -1 and Rtt109 Vps75 29.
For COC(=O)c1sc2nc(C)nc(SCC(=O)N3CCC(C(=O)O)CC3)c2c1C the results were PKA-R2B activ 14, SR-BI DiI-HDL act 0, C-LANA FP 0.0, RTF Ca sens act -1, Keap1-Nrf2 PPI -6, CAL PDZ FP-1 -5.1, CAL PDZ FP-2 -4, DAGLB inh -2, Cardiac RTF inh -8 and Rtt109 Vps75 -3.

Next results.
Screening O=C(NC1CC1)C1=NOC(CNc2ncc(C(F)(F)F)cc2Cl)C1 (stereo not drawn) returned PKA-R2B activ 0, SR-BI DiI-HDL act -19, C-LANA FP -1.4, RTF Ca sens act 4, Keap1-Nrf2 PPI 3, CAL PDZ FP-1 -0.6, CAL PDZ FP-2 -3, DAGLB inh 1, Cardiac RTF inh -2 and Rtt109 Vps75 -1.
`CC(=O)c1cn(-c2ccc(Cl)cc2)c(=O)n(Cc2ccc(Br)cc2)c1=O` gave PKA-R2B activ -7, SR-BI DiI-HDL act 11, C-LANA FP -1.9, RTF Ca sens act 3, Keap1-Nrf2 PPI 1, CAL PDZ FP-1 -0.7, DAGLB inh -5, Cardiac RTF inh -3 and Rtt109 Vps75 -6.
For COc1nc(N(C)S(=O)(=O)c2ccc(C)cc2)nc(C)c1Cl the results were PKA-R2B activ -11, SR-BI DiI-HDL act -19, C-LANA FP -1.5, RTF Ca sens act -6, Keap1-Nrf2 PPI -4, CAL PDZ FP-1 -1.6, DAGLB inh -2, Cardiac RTF inh 2 and Rtt109 Vps75 1.
For COC(=O)[C@H](CCSC)NC(=O)NC1CCN(Cc2ccccc2)CC1 the results were PKA-R2B activ 3, SR-BI DiI-HDL act 19, C-LANA FP 8.8, RTF Ca sens act 10, Keap1-Nrf2 PPI 0, CAL PDZ FP-2 -5, DAGLB inh -2, Cardiac RTF inh 3 and Rtt109 Vps75 -3.
COc1ccc(C)cc1C(=O)CCC(=O)NCCc1ccc(S(N)(=O)=O)cc1 was read as PKA-R2B activ -2, SR-BI DiI-HDL act -3, C-LANA FP -1.4, RTF Ca sens act -10, Keap1-Nrf2 PPI -2, CAL PDZ FP-1 -1.1, CAL PDZ FP-2 -4, DAGLB inh 1, Cardiac RTF inh -6 and Rtt109 Vps75 1.
CCN(CC)c1ccc(NC(=O)COC(=O)CSc2ccc(Br)cc2C)cc1 was read as PKA-R2B activ -4, SR-BI DiI-HDL act 34, C-LANA FP 0.7, RTF Ca sens act -4, Keap1-Nrf2 PPI -4, CAL PDZ FP-1 -1.3, CAL PDZ FP-2 4, DAGLB inh -14, Cardiac RTF inh 5 and Rtt109 Vps75 0.

Compounds as they come (roughly 1.6% active in at least one column).
